Compound activity as filed in PubChem.
FLuc counter: inhibits or activates purified firefly luciferase, miR-21 counter-screen; hit rate 6.9% among 360,000; Potency, µM (top dose mostly 57.5 µM), inactives show top-dose activity change, negative = inhibition, hits mostly inhibitors; purified FLuc, Km substrates, luminescence inhibition;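 also: plate controls were vehicle for no effect and reference inhibitor for full effect; nearly all actives have a fitted effect of over 55% in size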
Target sequence (P08659 whole entry, looked up): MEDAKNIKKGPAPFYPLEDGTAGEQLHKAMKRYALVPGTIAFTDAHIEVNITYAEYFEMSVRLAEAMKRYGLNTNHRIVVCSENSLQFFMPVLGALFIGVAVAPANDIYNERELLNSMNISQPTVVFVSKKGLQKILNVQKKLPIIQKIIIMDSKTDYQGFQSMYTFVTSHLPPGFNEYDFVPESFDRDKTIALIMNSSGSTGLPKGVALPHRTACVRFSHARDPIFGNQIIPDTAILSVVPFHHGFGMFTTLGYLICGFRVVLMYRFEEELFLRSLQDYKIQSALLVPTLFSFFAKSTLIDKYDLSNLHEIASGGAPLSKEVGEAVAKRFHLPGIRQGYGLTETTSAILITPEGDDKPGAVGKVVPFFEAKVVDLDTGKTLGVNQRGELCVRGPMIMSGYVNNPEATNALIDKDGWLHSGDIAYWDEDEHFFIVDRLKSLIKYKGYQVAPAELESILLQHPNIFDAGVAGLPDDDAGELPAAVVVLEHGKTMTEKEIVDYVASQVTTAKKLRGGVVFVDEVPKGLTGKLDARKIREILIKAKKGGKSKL
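Purified P. pyralis luciferase, 10 nM final, with Km-level 10 uM D-luciferin and 10 uM ATP in 50 mM Tris acetate pH 7.5, 10 mM Mg acetate, 0.01% Tween-20, 0.05% BSA; 6-point qHTS titration about 60 µM downward; luminescence read.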
p53 reactivation: mutant p53 re-activation in reporter cells. H1299 p53-A138V BP100-luciferase reporter, luminescence, 24 h. Potency, µM (doses to about 92.2 µM), without a hit: at the highest dose activity change, positive = activation, actives largely listed as activators. hit rate 0.063% among 320,000; also: % of control where 0% means no effect; nearly all actives have a fitted effect of over 45% in size
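p53-null H1299 cells stably carrying temperature-sensitive p53-A138V and a BP100-luciferase reporter were pinned with compounds (4-point, 1:5 series) and held 24 hrs at 37 deg C. Luminescence was read 10 min after detection reagent.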
Rab9 prom act: activators of Rab9 promoter; Huh7 Rab9 promoter-luciferase reporter, luminescence, 24 h; Potency, µM (top dose mostly 9.22 µM), without a hit: at the top dose activation, negative = inhibition, usual class: activators; AID 485297; hit rate 2.8% among 320,000; also: % of control where 0% means no effect; nearly all actives have a fitted effect of over 60% in size
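Stable Rab9-luc Huh7, 1500 cells/well, 2 h settle; cmpd in DMSO, 24 h, 37 °C/5% CO2; luciferase reagent 10 min RT; luminescence.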
MBNL1-CUG inh: blocks human MBNL1 binding to CUG repeat RNA; hit rate 0.036% among 280,000; Potency, µM (doses to about 57.5 µM), inactives show top-dose activity change, negative = inhibition, most hits filed as inhibitors; Q9NR56; TR-FRET MBNL1-His/biotin-(CUG)12 binding, 665/545 ratio; active = well fitted inhibition curve with a large enough effect in the signal ratio, with a control signal flat, not every such curve was filed as active; inconclusive = small, poorly fitted or top-dose-only effect, or effect the other way, or a change in a side signal; inactive = no such curve, though single readings can be large or run the other way; the % refers to the signal ratio; also: % is scaled to controls: 0 for no effect and ±100 for the full control effect
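Compound titration spanned 92 nM–58 uM against the MBNL1-His/biotin-(CUG)12 complex. After 60 min at room temperature with 5 nM streptavidin-XL665 and 0.055 ng/ul terbium anti-His, ratiometric 665/545 nm emission (Ex 340 nm) normalized to controls.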
BRCA1 expr act: activators of BRCA1 expression. MCF7-BRCA1-FFLuc reporter, luminescence, 48 h; response scale: scaled: vehicle 0%, 10 µM genistein 100%. Potency, µM (top dose mostly 46.1 µM), without a hit: at the top dose activation, actives largely listed as activators. hit rate 1.1% among 380,000; also: nearly all actives have a fitted effect of over 80% in size; some results filed as inactive show a strong effect at the top dose
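48 h compound treatment of MCF7-BRCA1-FFLuc cells (phenol-red free MEM, 37 °C), then 15 min with luciferase substrate and luminescence imaging.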
ELG1 genotox: inducers of genotoxicity in HEK293T ELG1-luciferase cells. AID 504466. hit rate 1.3% among 330,000. Potency, µM (highest dose often 46 µM), for the others: top-dose activity change, positive = activation, most hits filed as activators. HEK293T ELG1-luciferase reporter, luminescence, 16 h; also: % of control where 0% means no effect; nearly all actives have a fitted effect of over 60% in size
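Quantitative HTS format in 1536-well plates. HEK293T ELG1-luciferase reporter cells receive test compound and are incubated 16 hr at 37 °C, 5% CO2; ONE-Glo added, 30 min room temperature, then luminescence read.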
RORg inh: inhibitors of mouse ROR gamma transcriptional activity; Drosophila S2 Gal4-RORgamma UAS-luciferase reporter, 20 h; AID 2551; Potency, µM (top dose mostly 53.6 µM), inactives show at the highest dose activity change, negative = inhibition, actives largely listed as inhibitors; hit rate 5.4% among 310,000; P51450; also: % is scaled to controls: 0 for no effect and ±100 for the full control effect; nearly all actives have a fitted effect of over 60% in size
Target sequence (P51450 whole entry, looked up, the tested form may be a part): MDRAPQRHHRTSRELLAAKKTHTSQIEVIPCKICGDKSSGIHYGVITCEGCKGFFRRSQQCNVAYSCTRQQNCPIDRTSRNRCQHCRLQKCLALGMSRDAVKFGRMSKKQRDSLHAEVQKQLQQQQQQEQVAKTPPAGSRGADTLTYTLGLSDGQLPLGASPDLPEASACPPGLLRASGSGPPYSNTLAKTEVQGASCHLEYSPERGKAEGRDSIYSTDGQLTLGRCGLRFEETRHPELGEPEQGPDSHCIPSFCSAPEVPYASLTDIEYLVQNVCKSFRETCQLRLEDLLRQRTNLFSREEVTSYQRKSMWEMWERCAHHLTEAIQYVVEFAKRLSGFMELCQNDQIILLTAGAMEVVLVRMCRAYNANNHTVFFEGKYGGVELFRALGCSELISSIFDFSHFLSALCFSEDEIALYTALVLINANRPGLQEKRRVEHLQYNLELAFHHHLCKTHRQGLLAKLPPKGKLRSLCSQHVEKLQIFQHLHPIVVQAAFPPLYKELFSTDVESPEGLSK
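Read-out: Photinus luciferase luminescence; inhibitors lower reporter signal. Insect Schneider cells with Gal4-ROR gamma fusion under metallothionein promoter, UAS reporter; 700 uM final copper sulfate induction, 20 hr, ambient temperature.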
uPA generation: blocks generation of uPA at the cell surface | Potency, µM (series often up to 38.3 µM), without a hit: at the top dose activity change, negative = inhibition, hits mostly inhibitors | hit rate 0.31% among 330,000 | cell surface uPA generation assay, qHTS; active = well fitted inhibition curve with a large enough effect; inconclusive = small, poorly fitted or top-dose-only effect; inactive = no such curve, though single readings can be large or run the other way; tested in mouse RAW 264.7 cells; also: % is scaled to controls: 0 for no effect and ±100 for the full control effect; nearly all actives have a fitted effect of over 55% in size
MLL CXXC-DNA inh: MLL CXXC-DNA interaction inhibition | Q03164 | MLL-CXXC / FITC-HOXA9 DNA fluorescence polarization | Potency, µM (top dose mostly 115 µM), for inactives: at the top dose activity change, negative = inhibition, hits mostly inhibitors | hit rate 0.037% among 290,000; active = well fitted inhibition curve with a large enough effect in the polarisation, with a control signal flat, not every such curve was filed as active; inconclusive = small, poorly fitted or top-dose-only effect, or effect the other way, or a change in a side signal; inactive = no such curve, though single readings can be large or run the other way; the % refers to the polarisation
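Steps: dispense CXXC domain solution (7 uM) → pin compounds or unlabeled HOX-A9 DNA control → 5 min ambient → add FLSN-HOX-A9 solution (50 nM) → spin → 30 min ambient → fluorescence polarization. Tris pH 7.5/NaCl/DTT/BSA buffer.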
VP16 counter: Gal4-VP16 reporter inhibition counter-screen | Drosophila S2 Gal4-VP16 UAS-luciferase, luminescence, 20 h | Potency, µM (top dose mostly 53.6 µM), for the others: top-dose activity, negative = inhibition, hits mostly inhibitors | hit rate 3.5% among 310,000 | AID 2546;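 also: Gal4-VP16 expression switched on by copper sulfate through the metallothionein promoter; % is scaled to controls: 0 for no effect and ±100 for the full control effect; nearly all actives have a fitted effect of over 50% in size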
NPC1 prom act: activators of NPC1 promoter; Huh7 NPC1 promoter luciferase reporter, 24 h; Potency, µM (top dose mostly 9.22 µM), without a hit: at the highest dose activation, most hits filed as activators; hit rate 2.4% among 320,000; AID 485313;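 also: % of control where 0% means no effect; nearly all actives have a fitted effect of over 60% in size; reporter is driven by a mutant NPC1 promoter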
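Huh7 cells stably carrying NPC1 promoter–luciferase, plated in Opti-MEM with 10% FBS for 2 h, were exposed to compound in DMSO for 24 h at 37 °C; luciferase reagent was added for 10 min and luminescence read.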
Active calls of the source: *; ? = inconclusive; / = not tested or not shown; & = joins results of further samples; [ ] = remark or other dose. Unless noted, calls follow the shape of the dose curve; as a rule, active = well fitted curve in the direction sought with a large enough effect; inconclusive = small, poorly fitted or top-dose-only effect, or another doubt; inactive = no such curve, though single readings can be large; an effect the other way counts as inactive or inconclusive. Potency is read from the fitted curve at half-maximal effect. Not all compounds are listed. The share of hits here may be higher or lower than overall.

Every second line gives: FLuc counter	p53 reactivation	Rab9 prom act	MBNL1-CUG inh	BRCA1 expr act	ELG1 genotox	RORg inh	uPA generation	MLL CXXC-DNA inh	VP16 counter	NPC1 prom act
- COc1ccc(S(=O)(=O)N2CCOCC2)cc1NC(=O)COc1cccnc1[N+](=O)[O-]
 : 4.6%	7.8%	9.1%	14.1%	-0.5%	-1.8%	1.6%	29.9%	-1.9%	16.5%	-1.3%
- CCOc1ccccc1CN1CCNC(=O)C1CC(=O)N(C)CCc1ccccn1 (configuration not stated)
 : -0.4%	5.5%	7.5%	-8.7%	0.3%	4.2%	-7.2%	3.1%	4.9%	-4.1%	-1.6%
- O=[N+]([O-])c1ccccc1N/N=C\c1ccccc1Cl
 : 0.675µM*	8.0%	2.82µM*	?	2.51µM*	?	-21.3%	5.6%	8.2%	-0.6%	?
- O=C(c1ccc([N+](=O)[O-])cc1)N1CCN(C2=NS(=O)(=O)c3ccccc32)CC1
 : 3.9%	-4.3%	10.1%	?	0.2%	-4.6%	-22.4%	-4.1%	-7.6%	-3.3%	-0.2%
- O=C(CN1CCN(C/C=C/c2ccccc2)CC1)NCc1ccccc1
 : 2.5%	-3.7%	-1.3%	-5.8%	-12.3%	-1.2%	0.1%	8.7%	-25.5%	0.4%	-9.2%
- COc1ccc(N(C)S(=O)(=O)c2cccc(C(=O)NC3=NCCS3)c2)cc1
 : -0.9%	-9.6%	2.1%	-13.0%	-16.0%	-15.0%	6.31µM*	4.7%	-3.9%	?	0.3%
- CC1=NNC(=O)C1C(c1ccccc1)C1C(=O)NN=C1C (configuration not stated)
 : -10.8%	-4.3%	3.1%	?	/	-7.6%	-5.2%	/	-10.9%	-8.7%	-6.0%
- Cc1ccc(NC(=O)CCN2CCN(C/C=C/c3ccccc3)CC2)cc1C
 : -3.6%	-8.3%	0.6%	6.4%	-38.7%	-5.3%	18.1%	-5.8%	3.4%	-19.4%	3.5%
- O=C(Nc1ccc(Oc2ccccc2)nc1)C1CCCCN1Cc1cccc(O)c1 (configuration not stated)
 : 2.1%	-10.4%	10.9%	-0.8%	-55.2%	-8.7%	17.5%	-0.3%	4.8%	2.3%	5.1%
- CCOc1ccc(N2CC(C(=O)NCc3ccc4c(c3)OCO4)CC2=O)cc1 (configuration not stated)
 : -0.6%	0.3%	-0.8%	-7.7%	-13.0%	0.0%	-14.0%	1.4%	0.0%	0.2%	1.3%
- COC(=O)c1c(C)[nH]c(C)c1-c1ccc(C)cc1
 : 4.4%	0.1%	-2.1%	-8.7%	0.4%	-1.1%	2.5%	2.6%	?	-8.3%	-3.3%
- COc1ccc(CNC(=O)Cn2ccc([N+](=O)[O-])n2)cc1OC
 : 3.5%	1.8%	6.8%	13.1%	-3.5%	0.7%	3.4%	-2.7%	-8.9%	-2.3%	2.7%
- CCCCN1CN(S(=O)(=O)c2cccs2)c2nc3ccccc3nc21
 : -5.1%	2.5%	-8.3%	?	/	6.6%	?	/	0.9%	?	-0.3%
- CCN1C(=O)C(NC(C)=O)c2cc(Br)ccc21 (configuration not stated)
 : 2.8%	-2.7%	-8.0%	-2.6%	-17.8%	-0.9%	0.3%	-6.7%	3.2%	4.6%	0.7%
- O=C(O)CCc1ccc(-c2ccc(Br)cc2)n1NC(=O)c1ccc([N+](=O)[O-])cc1
 : ?	-3.2%	-6.0%	?	-15.9%	-1.0%	-3.2%	-7.4%	-0.8%	-10.3%	2.3%
- CC(=O)Oc1ccc2c(c1)C(=O)c1ccccc1C2=O
 : 8.49µM*	?	13.4%	?	89.2%	18.5%	3.7%	0.8%	18.1%	0.3%	1.6%
- C/C(=N/Nc1nc(C)c(C)s1)c1cccc([N+](=O)[O-])c1
 : 12µM*	?	?	?	37.6%	?	11.2µM*	-2.1%	4.1%	?	?
- CCN(CC)S(=O)(=O)c1ccc2oc(SCC(=O)Nc3cc(C)on3)nc2c1
 : -1.2%	?	-1.5%	/	-71.9%	-0.8%	/	-12.6%	/	/	-5.9%
- CC1CCCCN1C(=O)c1cnn2c(C(F)(F)F)cc(-c3ccco3)nc12 (configuration not stated)
 : 4.7%	-17.1%	-0.5%	6.9%	-12.3%	-2.8%	21.4%	2.3%	-1.4%	-5.1%	0.3%
- Cc1cccn2c(=O)c(/C=C3\SC(=S)N(CC(C)C)C3=O)c(NCCCOC(C)C)nc12
 : 1.4%	-9.8%	1.2%	12.9%	-0.5%	-2.1%	-8.7%	-3.7%	?	-9.0%	-7.7%
- CCOC(=O)c1c(NC(=O)CSc2nnc(CNc3ccc(OC)cc3)n2C)sc(C)c1C
 : -17.3%	-14.8%	0.1%	1.6%	-11.9%	0.4%	1.2%	0.6%	10.1%	-3.6%	-0.7%
- CC1CCC(NCCNC(=O)c2ccco2)CC1 (configuration not stated)
 : -0.5%	3.3%	-0.8%	3.0%	-16.6%	0.1%	0.4%	1.5%	0.5%	-3.8%	-1.8%
- COc1ccccc1CC(=O)Nc1ccc(C(=O)N2CCCCC2)cc1
 : -21.6%	0.3%	20.8%	3.6%	12.4%	12.0%	17.4%	-1.3%	-3.1%	-6.4%	11.0%
- NC(=O)CCC(C(=O)O)N1C(=O)c2ccc(O)cc2C1=O (configuration not stated)
 : -2.2%	-3.1%	-6.1%	14.9%	-4.3%	0.8%	-10.7%	-0.8%	39.7%[activator]	1.9%	-7.4%
- COc1ccc(C(CNC(=O)c2oc3cc(C)c(Cl)cc3c2C)N2CCCCC2)cc1 (configuration not stated)
 : -0.2%&-6.1%	-0.5%	-9.5%	-8.3%	23.9%	0.1%	16.6%	8.1%	-9.7%	-7.0%	2.2%
- Cc1ccc(N=Nc2c(N)[nH]n3c(=O)cc(-c4ccccc4)nc23)cc1
 : 9.53µM*	5.8%	-3.1%	2.3%	-28.1%	1.5%	-14.0%	2.9%	-18.9%	?	0.9%
- O=S(=O)(Cc1ccc(Cl)cc1)NCc1cccnc1
 : -0.5%	-2.2%	-7.1%	9.0%	1.0%	-0.2%	29.4%	16.0%	0.8%	-11.6%	-2.9%
- O=S(=O)(NCCn1ccc2ccccc21)c1ccccc1
 : 3.2%	-3.5%	-0.8%	?	-4.8%	-3.6%	9.6%	-9.3%	0.6%	-3.5%	-4.6%
- Cc1ccc(C)c(NC(=O)c2nc(Cl)ccc2Cl)c1
 : ?	5.2%	13.9%	-5.4%	-26.2%	10.8%	-9.7%	-10.1%	10.9%	?	2.9%
- O=C(NN1CCCCC1)c1cccc2ccccc12
 : 2.8%	-10.5%	-20.1%	5.1%	0.4%	-2.8%	-15.6%	8.6%	2.4%	-8.4%	-5.5%
- Cc1c(C)n(CCCN(C)C)c2ncnc(NCc3ccccc3)c12
 : -0.6%	-2.2%	-4.0%	-4.9%	-28.6%	1.0%	-6.0%	3.1%	11.3%	1.7%	-5.0%
- COc1cccc(NC(=O)CSc2ccc3nnc(-c4ccncc4)n3n2)c1
 : 1.2%	-2.8%	-1.6%	-4.8%	-2.8%	12.5%	0.4%	1.5%	6.5%	-1.0%	14.1%
- CCN(CC)C(=O)n1cnc(-c2ccccc2)c1-c1ccccc1
 : -3.1%	1.3%	-4.3%	/	-0.3%	1.4%	?	-1.3%	1.3%	-4.8%	6.5%
- Cc1ccc(CNC(=O)NCc2ccccc2)cc1
 : ?	?	4.2%	-3.2%	48.6%	7.8%	5.2%	0.9%	25.7%	2.5%	22.6%
- Cc1ccc(C)c(NS(=O)(=O)c2cc(C(=O)NCc3ccccn3)ccc2Cl)c1
 : 2.4%	-2.5%	0.6%	-8.3%	-1.0%	-3.1%	19.7%	/	2.0%	-0.9%	-4.4%
- CC(=O)Nc1cc(N2C(=O)CCC2=O)ccc1Cl
 : 0.0%	3.6%	9.7%	0.5%[11.5 µM]	15.7%	-0.2%	4.2%	1.9%	1.5%	1.7%	-3.8%

Two entries from above, field by field:
C/C(=N/Nc1nc(C)c(C)s1)c1cccc([N+](=O)[O-])c1
  FLuc counter: 12µM*
  p53 reactivation: ?
  Rab9 prom act: ?
  MBNL1-CUG inh: ?
  BRCA1 expr act: 37.6%
  ELG1 genotox: ?
  RORg inh: 11.2µM*
  uPA generation: -2.1%
  MLL CXXC-DNA inh: 4.1%
  VP16 counter: ?
  NPC1 prom act: ?

CCN(CC)S(=O)(=O)c1ccc2oc(SCC(=O)Nc3cc(C)on3)nc2c1
  FLuc counter: -1.2%
  p53 reactivation: ?
  Rab9 prom act: -1.5%
  MBNL1-CUG inh: /
  BRCA1 expr act: -71.9%
  ELG1 genotox: -0.8%
  RORg inh: /
  uPA generation: -12.6%
  MLL CXXC-DNA inh: /
  VP16 counter: /
  NPC1 prom act: -5.9%
